AP ELISA ortho: orthogonal test for alternative complement pathway inhibitors | inhibition, % at 5 µM | hit rate 0.08% among 62,000 | Human serum alternative complement pathway, LPS-coated ELISA, C3 deposition; tested in compound mixtures;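 active = inhibition above 30% in each of the two pooled mixtures holding the compound, so the lower value exceeds 30%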;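 also: 0% = serum in Mg-EGTA without compound and 100% = EDTA serum blank; some compounds past the cut are filed as inactive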
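Test system: human serum complement alternative pathway, C3 deposition onto LPS / Medium: Mg2+-EGTA GVB++ buffer containing human serum at 1:15 dilution / Probe or stimulus: Plate-bound LPS / Times: 1 h at 37 °C / Signal: ELISA with HRP anti-human C3 antibody, TMB substrate, absorbance 450 nm / Measure: percent inhibition / Repeats: two pool placements per compound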
FXIIa mix inh: factor XIIa (human) inhibition, mixture screen; P00748; purified FXIIa, fluorogenic substrate, pooled mixtures; inhibition, % at 5 µM; hit rate 0.2% among 62,000; AID 684;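 also: 0% = enzyme without compound and 100% = no enzyme blank; some results filed as inactive read as strong as hits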
CatS inh: blocks human cathepsin S protease activity; P25774; recombinant cathepsin S, AMC dipeptide fluorescence, pooled mixtures; inhibition, %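 (tested at 5 µM per compound within 10-compound mixtures)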; hit rate 0.06% among 62,000; in the data active = inhibition above about 32%, passing the limit was not always enough;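 also: 0% = enzyme without compound and 100% = blank without enzyme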
Target sequence (P25774 115-331 limits assumed): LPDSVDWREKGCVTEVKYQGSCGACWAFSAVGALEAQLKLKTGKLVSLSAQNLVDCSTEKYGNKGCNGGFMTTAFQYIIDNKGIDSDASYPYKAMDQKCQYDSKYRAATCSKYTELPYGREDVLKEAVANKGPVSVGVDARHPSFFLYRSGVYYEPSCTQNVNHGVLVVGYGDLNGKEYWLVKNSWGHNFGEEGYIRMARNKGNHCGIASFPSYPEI
CatB inh: inhibitors of human cathepsin B. P07858. purified cathepsin B, fluorogenic substrate, fluorescence. inhibition, %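 (tested at 10 µM)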. hit rate 0.1% among 63,000; in the data active = inhibition above about 21%;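 also: 0% = enzyme with no compound and 100% = no enzyme blank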
CatG inh: inhibitors of human cathepsin G. purified enzyme, AMC-tetrapeptide fluorescence, pooled mixtures. inhibition, % at 5 µM (by protocol). hit rate 0.2% among 62,000. AID 581;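 active = inhibition above 20% in each of the two mixture wells holding the compound; inactive = inhibition of 20% or less in either well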;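 also: 0% = enzyme control without mixture and 100% = blank lacking enzyme; strong numbers were not always called active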
Target sequence (P08311 21-244 limits assumed): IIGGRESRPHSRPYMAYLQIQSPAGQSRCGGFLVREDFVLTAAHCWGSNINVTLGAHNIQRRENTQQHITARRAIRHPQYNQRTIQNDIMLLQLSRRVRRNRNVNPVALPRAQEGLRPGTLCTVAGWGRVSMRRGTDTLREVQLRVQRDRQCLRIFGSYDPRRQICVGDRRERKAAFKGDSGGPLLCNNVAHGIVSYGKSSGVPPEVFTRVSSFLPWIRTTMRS
CatL inh: inhibitors of human cathepsin L; P07711; purified cathepsin L, fluorogenic substrate, fluorescence; inhibition, %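 (tested at 10 µM)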; hit rate 0.17% among 58,000; in the data active = inhibition above about 45%;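 also: 0% = enzyme with no compound and 100% = no enzyme blank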
Target sequence (P07711 114-288 limits assumed): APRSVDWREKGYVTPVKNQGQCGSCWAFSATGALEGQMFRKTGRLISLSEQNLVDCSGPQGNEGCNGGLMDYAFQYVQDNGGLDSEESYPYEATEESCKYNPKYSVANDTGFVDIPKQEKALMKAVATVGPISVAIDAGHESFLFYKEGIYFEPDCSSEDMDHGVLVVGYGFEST
Target sequence (P07711 292-333 limits assumed): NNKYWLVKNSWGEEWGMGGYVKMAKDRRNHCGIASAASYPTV
FXIa mix inh: blocks human factor XIa in pooled compound mixtures. P03951. purified FXIa, fluorogenic substrate. inhibition, % at 5 µM. hit rate 0.19% among 62,000. AID 680;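 also: each value is inhibition by a whole ten-compound pool holding the compound; 0% = enzyme with no mixture and 100% = wells lacking enzyme; strong numbers were not always called active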
C1s inh: human complement C1s inhibition. purified C1s, fluorogenic AMC substrate, pooled mixtures. mean inhibition % of two 10-compound mixtures (stronger effect = higher value), % at 5 µM (by protocol). hit rate 0.16% among 62,000. AID 538;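 active = inhibition above 20% in each of the two 10-compound mixture wells holding the compound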;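 also: 0% = enzyme wells lacking compound mixture and 100% = no-enzyme blank wells; some compounds called inactive have numbers as strong as hits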
CatB mix inh: inhibitors of human cathepsin B in compound mixtures. Purified cathepsin B, AMC dipeptide fluorescence. inhibition, %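 (ten-compound pools at 5 µM per compound and 50 µM total)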. P07858. hit rate 0.06% among 62,000. AID 488; in the data active = inhibition above about 22%, passing the limit was not always enough;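 also: 0% = enzyme without compound and 100% = no enzyme blank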
Active calls of the source: *; . = not tested or not shown. Rule as the data show it, unless noted: active = inhibition above about 20% (passing the limit was not always enough); inactive = the rest.

SMILES	AP ELISA ortho	FXIIa mix inh	CatS inh	CatB inh	CatG inh	CatL inh	FXIa mix inh	C1s inh	CatB mix inh
CCCc1cc(=O)[nH]c(Nc2ccc(N3CCCCC3)cc2)n1	17	7	5	5	2	2	1	-9	3
COc1ccccc1NC(=O)CSc1ncnc2c1oc1ccccc12	2	4	16	4	-4	10	4	-7	4
CCOc1ccc(-c2noc(CCC(N)=O)n2)cc1OCC	-4	4	7	3	13	-2	11	13	4
CCc1nnc(NC(=O)CSc2nnc(CSc3nc(C)cc(C)n3)o2)s1	-1	13	1	-1	-7	-4	1	2	2
COc1ccc(C/C(N)=N/n2cnnc2)cc1Cl	10	-16	-1	1	10	5	5	17	8
N#Cc1c(C(F)(F)F)cc(C2CC2)[nH]c1=O	12	1	-7	-1	-10	.	-8	-81	-5
O=C(c1ccc(CS(=O)(=O)c2cccc(C(F)(F)F)c2)o1)N1CCN(c2ccccn2)CC1	10	4	15	5	25	8	8	-29	-2
c1ccc(OCc2nc3ccccc3[nH]2)cc1	2	4	-11	2	-1	3	2	-12	1
Cn1c(=O)cc(N2CCc3ccccc32)[nH]c1=O	16	6	18	-1	-1	.	-12	-43	0
COCCn1nnnc1C(c1cccc(OC)c1OC)N1CCN(C2CCCCC2)CC1 (centres undefined)	-7	-1	10	-1	11	30	10	3	-3
O=C(Oc1ccc2ccccc2c1Cl)N1CCCC1	-8	-20	-2	2	-13	13	5	-12	0
CS(=O)(=O)N(Cc1cc2ccccc2[nH]c1=O)C1CCCCC1	3	39	-3	-1	8	-7	6	12	3
CCOC(=O)N1CCN(C(=O)CN(c2cccc(C)c2)S(=O)(=O)c2ccccc2)CC1	0	2	14	8	3	14	4	2	4
Cc1nnc(C)c2c(C)n(C(C)c3ccccc3)c(C)c12 (centres undefined)	14	-2	-1	2	19	14	7	14	-2
O=C(NCc1cccnc1)C1CC(=O)N(c2ccc(Cl)cc2)C1 (centres undefined)	-7	18	-3	0	-7	2	5	-23	-5
O=C(NCCCN1CCC(Cc2ccccc2)CC1)C1CCN(S(=O)(=O)N2CCOCC2)CC1	3	7	3	4	3	6	-3	-9	1
Cc1cc(C)nc(NC(=O)c2cccc(Cl)c2)n1	-1	10	-9	4	6	.	9	12	-1
O=C(c1ccc(Br)s1)N1CCN(Cc2ccc3c(c2)OCO3)CC1	12	2	-3	0	0	6	-6	-49	-5
Nc1nn(S(=O)(=O)c2cccc3nsnc23)cc1-c1ccc(Br)cc1	-7	2	7	3	0	18	1	6	0
CC1=C(C(=O)Nc2ccccc2)C(c2ccco2)C(C#N)=C(SCC(=O)OC(C)C)N1 (centres undefined)	13	2	0	.	8	.	-3	3	1
CC(C)OCCCn1c(=S)[nH]c2ccc(N3CCOCC3)cc2c1=O	3	-2	4	3	9	4	-1	6	-2
COC(=O)c1cccc(C(=O)Nc2ccc(C)cc2)n1	-1	-5	9	4	3	8	5	2	-3
COCCn1c(SCC(=O)c2[nH]c(C)c(C(C)=O)c2C)nc2ccccc21	22	3	0	4	6	8	-2	-23	3
CCOC(=O)CSc1nnc(CNc2nc(-c3ccccc3)cs2)n1C	5	8	-6	4	7	10	5	0	-1
O=C(Nc1ccc(F)cc1)N(Cc1nnc2n1CCCCC2)c1ccccc1	-6	-7	14	6	9	16	5	13	4
CCOC(=O)N1CCC(NC(=O)C2CCC(Cn3c(=O)[nH]c4ccccc4c3=O)CC2)CC1 (centres undefined)	16	3	10	0	-3	14	9	5	7
COc1cccc2[nH]c3c(=O)n(CCN(C)C)cnc3c12	10	5	-6	0	-8	-204	-2	-38	-1
COc1ccc(CCNC(=O)c2cc(-c3ccccc3OC)on2)cc1OC	6	1	12	8	16	3	13	8	6
O=C(CSc1nnc(-c2ccc3c(c2)OCCO3)o1)N1CCCC1	8	6	0	-4	-1	-4	4	-4	-2
Cn1c2ccc(CC(=O)O)cc2c2cc(CC(=O)O)ccc21	10	6	-3	2	7	3	-1	-6	1

A portion from further up:
SMILES	AP ELISA ortho	FXIIa mix inh	CatS inh	CatB inh	CatG inh	CatL inh	FXIa mix inh	C1s inh	CatB mix inh
CCOC(=O)N1CCN(C(=O)CN(c2cccc(C)c2)S(=O)(=O)c2ccccc2)CC1	0	2	14	8	3	14	4	2	4
Cc1nnc(C)c2c(C)n(C(C)c3ccccc3)c(C)c12 (centres undefined)	14	-2	-1	2	19	14	7	14	-2
O=C(NCc1cccnc1)C1CC(=O)N(c2ccc(Cl)cc2)C1 (centres undefined)	-7	18	-3	0	-7	2	5	-23	-5
O=C(NCCCN1CCC(Cc2ccccc2)CC1)C1CCN(S(=O)(=O)N2CCOCC2)CC1	3	7	3	4	3	6	-3	-9	1
Cc1cc(C)nc(NC(=O)c2cccc(Cl)c2)n1	-1	10	-9	4	6	.	9	12	-1
O=C(c1ccc(Br)s1)N1CCN(Cc2ccc3c(c2)OCO3)CC1	12	2	-3	0	0	6	-6	-49	-5
Nc1nn(S(=O)(=O)c2cccc3nsnc23)cc1-c1ccc(Br)cc1	-7	2	7	3	0	18	1	6	0
CC1=C(C(=O)Nc2ccccc2)C(c2ccco2)C(C#N)=C(SCC(=O)OC(C)C)N1 (centres undefined)	13	2	0	.	8	.	-3	3	1
CC(C)OCCCn1c(=S)[nH]c2ccc(N3CCOCC3)cc2c1=O	3	-2	4	3	9	4	-1	6	-2
COC(=O)c1cccc(C(=O)Nc2ccc(C)cc2)n1	-1	-5	9	4	3	8	5	2	-3
COCCn1c(SCC(=O)c2[nH]c(C)c(C(C)=O)c2C)nc2ccccc21	22	3	0	4	6	8	-2	-23	3
CCOC(=O)CSc1nnc(CNc2nc(-c3ccccc3)cs2)n1C	5	8	-6	4	7	10	5	0	-1
O=C(Nc1ccc(F)cc1)N(Cc1nnc2n1CCCCC2)c1ccccc1	-6	-7	14	6	9	16	5	13	4
CCOC(=O)N1CCC(NC(=O)C2CCC(Cn3c(=O)[nH]c4ccccc4c3=O)CC2)CC1 (centres undefined)	16	3	10	0	-3	14	9	5	7
COc1cccc2[nH]c3c(=O)n(CCN(C)C)cnc3c12	10	5	-6	0	-8	-204	-2	-38	-1

The results go on.
SMILES	AP ELISA ortho	FXIIa mix inh	CatS inh	CatB inh	CatG inh	CatL inh	FXIa mix inh	C1s inh	CatB mix inh
COc1cccc(Oc2cncnc2-c2ccc(OC)cc2O)c1	17	8	5	4	7	8	1	3	5
CCOC(=O)C1CCCN(C(=O)c2cc(-c3ccc(C)cc3)on2)C1 (centres undefined)	19	0	3	0	6	1	14	4	2
COc1ccc(C2N=C(Nc3ccc(C)cc3)Nc3nc(C)cc(=O)n32)cc1 (centres undefined)	15	-24	12	3	11	12	3	9	3
CCn1c(=O)cc(OCC(=O)O)c2ccccc21	19	4	-2	-4	1	-1	4	3	6
Cc1occc1C(=O)Nc1cccc(Cn2cccn2)c1	5	4	3	.	1	.	-3	1	-4
O=c1[nH]c(C2CCCN(S(=O)(=O)c3ccccc3)C2)nc2c1nnn2Cc1ccccc1 (centres undefined)	20	7	-2	-1	12	-9	1	2	0
Cc1ccc(S(=O)(=O)N2CCN(Cc3cccc(C)c3O)CC2)cc1	0	-19	12	0	2	-4	20	1	7
Cc1ccc2[nH]c(=O)c(CN(Cc3cccs3)Cc3nnnn3CC3CCCO3)cc2c1 (centres undefined)	4	1	17	8	15	11	2	17	4
O=C(CN1CCC(n2nnc3cc(F)ccc32)CC1)N1CCCc2ccccc21	16	-19	0	-4	5	-4	9	8	5
CC(C)=CC(=O)Nc1ccc(Br)cc1	3	-50	14	5	-21	-1	2	-6	6

A draw from above in order of molar mass, ascending.
SMILES	AP ELISA ortho	FXIIa mix inh	CatS inh	CatB inh	CatG inh	CatL inh	FXIa mix inh	C1s inh	CatB mix inh
CC(C)=CC(=O)Nc1ccc(Br)cc1	3	-50	14	5	-21	-1	2	-6	6
COc1cccc(Oc2cncnc2-c2ccc(OC)cc2O)c1	17	8	5	4	7	8	1	3	5
O=c1[nH]c(C2CCCN(S(=O)(=O)c3ccccc3)C2)nc2c1nnn2Cc1ccccc1 (centres undefined)	20	7	-2	-1	12	-9	1	2	0

(more compounds)
SMILES	AP ELISA ortho	FXIIa mix inh	CatS inh	CatB inh	CatG inh	CatL inh	FXIa mix inh	C1s inh	CatB mix inh
Cc1cc(NC(=O)CN2CCCCCCC2)no1	8	-5	3	0	2	3	2	-1	-1
CN1C(=O)/C(=C2/C=CC=CN2C)OC1=S	21	7	-11	3	0	-6	-14	-68	2
CCOC(=O)c1c(C)[nH]c(C(=O)Cn2nnc(-c3ccc(Cl)cc3)n2)c1C	5	-15	4	-2	2	-9	10	4	5
CCOC(=O)Cc1csc(NC(=O)c2cccc(N3C(=O)CCC3=O)c2)n1	21	2	-5	-9	-1	-9	9	5	4
CC(C)Cn1c(CN(Cc2ccccc2)Cc2ccccc2)nc2c1c(=O)n(C)c(=O)n2C	11	2	-7	-1	-4	11	5	5	6
O=C(NCCn1ccc2ccccc21)C1CCCCC1	10	3	0	2	11	.	-1	-2	4
Clc1ccc(-c2nn3c(Cn4cnc5ccccc54)nnc3s2)c(Cl)c1	-5	0	5	0	-7	7	6	0	0
Cc1csc(NC(=O)C(NS(=O)(=O)c2ccc(Br)s2)c2ccccc2)n1 (centres undefined)	9	7	7	5	9	5	1	1	3
CC(NS(=O)(=O)c1ccc(OCC(=O)N2CCOCC2)cc1)c1ccccc1 (centres undefined)	15	8	-12	0	1	-3	7	0	-5
COc1ccc(S(=O)(=O)Nc2ccc(S(=O)(=O)N3CCOCC3)cc2)cc1	22	10	-7	-1	-3	-11	1	-13	-2
CN1CCCN(C(=O)c2ccc(Cl)c(S(=O)(=O)N(C)c3ccccc3)c2)CC1	-10	9	11	5	-7	1	3	-42	3
CCn1nnnc1Oc1ccc(Cl)cc1	10	-20	9	4	10	.	-2	4	0
Cn1c(SCc2cccnc2)nnc1-c1c[nH]c2ccccc12	-4	1	5	1	19	4	7	16	-2
COC(=O)[C@@H]1C2CCC(C(=O)Nc3ccccc3)(CC2)[C@@H]1C(=O)OC	14	1	3	3	1	15	10	3	6
CSc1nsc(NC(=O)Cc2ccccc2)n1	1	6	17	3	10	.	-1	5	-2
O=C(Nc1ccncc1)c1cccc(F)c1	1	3	10	-2	3	-2	8	-31	7
Cc1cc(S(=O)(=O)NCCN(C)C)c(C)s1	14	4	2	0	4	-8	32	6	1
Cc1ccc(C2C(=O)N(C3CCCC3)CC(=O)N2CC2COc3ccccc3O2)cc1 (centres undefined)	5	7	17	7	-3	5	5	-6	2
c1ccc2c(c1)[nH]c1c(N3CCOCC3)ncnc12	-5	2	-4	0	8	-11	0	4	-1
CCCCC[C@H](O)/C=C/C1=C(CCCCCCC(=O)O)C(=O)CC1	24	-14	-3	11	10	16	8	14	1
Cn1nnnc1SCc1nc2ccccc2[nH]1	13	-13	-21	5	-18	.	-29	-102	-14
CCC(c1nnnn1CCOC)N1CCN(c2cccc(C(F)(F)F)c2)CC1 (centres undefined)	17	2	-4	1	2	-2	1	-7	6
Cc1ccc(C)c(Cn2nnc3c(=O)[nH]c(C4CCCN(C(=O)C5CCCCC5)C4)nc32)c1 (centres undefined)	-8	8	1	3	7	14	7	2	1
Fc1ccccc1N1CCN(C(c2cccs2)c2nnnn2CCc2ccccc2)CC1 (centres undefined)	-1	8	-4	-2	2	-11	7	1	-7

Screening data from PubChem BioAssay.

Only part of the results is shown. The share of hits here may be higher or lower than overall.
